# Screening results as filed in PubChem.
# BRCT PPI red – inhibitors of human BRCA1 BRCT-phosphoprotein interaction (red fluorophore); BRCT-phosphopeptide binding, red fluorescence polarization; actives 0.03% (n = 75,000); P38398; Potency, µM (highest dose often 76.9 µM), for the others: at the top dose activity change, negative = inhibition, usual class: inhibitors; note: % is set by controls: 0 for no effect and ±100 for the full control effect
# Target sequence (P38398 whole entry, looked up): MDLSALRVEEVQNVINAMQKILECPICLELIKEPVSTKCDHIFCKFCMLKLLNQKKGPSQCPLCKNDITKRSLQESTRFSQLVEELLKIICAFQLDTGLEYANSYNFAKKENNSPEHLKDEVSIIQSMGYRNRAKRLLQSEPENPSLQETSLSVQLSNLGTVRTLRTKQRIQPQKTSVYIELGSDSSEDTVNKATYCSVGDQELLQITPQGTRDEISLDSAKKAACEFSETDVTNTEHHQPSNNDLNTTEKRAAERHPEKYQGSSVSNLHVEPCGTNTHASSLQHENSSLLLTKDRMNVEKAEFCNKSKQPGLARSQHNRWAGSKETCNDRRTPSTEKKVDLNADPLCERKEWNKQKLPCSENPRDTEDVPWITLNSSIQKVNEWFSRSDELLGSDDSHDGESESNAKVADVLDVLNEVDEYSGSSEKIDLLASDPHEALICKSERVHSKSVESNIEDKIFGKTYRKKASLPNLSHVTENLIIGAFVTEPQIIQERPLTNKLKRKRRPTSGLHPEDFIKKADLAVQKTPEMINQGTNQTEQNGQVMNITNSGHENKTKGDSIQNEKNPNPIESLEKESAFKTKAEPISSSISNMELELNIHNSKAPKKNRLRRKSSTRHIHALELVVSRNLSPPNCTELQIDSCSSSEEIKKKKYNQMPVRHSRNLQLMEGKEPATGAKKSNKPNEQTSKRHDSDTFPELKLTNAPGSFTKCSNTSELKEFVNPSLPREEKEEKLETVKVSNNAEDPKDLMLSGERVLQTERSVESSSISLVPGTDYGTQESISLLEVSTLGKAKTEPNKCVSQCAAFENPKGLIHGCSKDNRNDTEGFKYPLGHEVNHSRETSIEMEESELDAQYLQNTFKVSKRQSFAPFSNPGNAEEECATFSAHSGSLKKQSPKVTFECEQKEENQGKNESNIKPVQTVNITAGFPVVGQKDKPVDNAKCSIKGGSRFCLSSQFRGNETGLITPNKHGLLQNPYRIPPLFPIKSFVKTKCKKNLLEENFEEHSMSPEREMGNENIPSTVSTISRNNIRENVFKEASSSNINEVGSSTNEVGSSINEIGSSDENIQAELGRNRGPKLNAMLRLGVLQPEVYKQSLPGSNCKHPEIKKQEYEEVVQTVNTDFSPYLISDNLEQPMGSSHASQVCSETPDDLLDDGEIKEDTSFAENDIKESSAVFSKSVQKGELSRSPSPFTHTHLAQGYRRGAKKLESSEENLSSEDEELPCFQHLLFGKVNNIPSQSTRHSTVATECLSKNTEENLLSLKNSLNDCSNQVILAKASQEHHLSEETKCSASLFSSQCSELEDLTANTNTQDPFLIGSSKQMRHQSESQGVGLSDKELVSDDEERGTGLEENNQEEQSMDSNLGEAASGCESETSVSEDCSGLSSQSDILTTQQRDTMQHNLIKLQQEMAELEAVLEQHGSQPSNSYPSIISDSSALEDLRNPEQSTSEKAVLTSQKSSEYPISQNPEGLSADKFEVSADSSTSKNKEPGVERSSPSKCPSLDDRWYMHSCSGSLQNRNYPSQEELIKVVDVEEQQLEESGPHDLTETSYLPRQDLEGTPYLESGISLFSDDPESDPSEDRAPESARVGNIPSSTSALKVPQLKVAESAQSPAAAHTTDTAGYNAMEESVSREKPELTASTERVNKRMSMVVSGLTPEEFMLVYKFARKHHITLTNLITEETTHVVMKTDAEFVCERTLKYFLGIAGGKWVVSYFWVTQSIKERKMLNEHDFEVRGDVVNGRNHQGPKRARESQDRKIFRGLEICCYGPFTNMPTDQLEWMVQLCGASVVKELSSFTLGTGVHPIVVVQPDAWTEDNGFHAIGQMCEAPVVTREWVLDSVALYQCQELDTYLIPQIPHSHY
#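 Fluorescence polarization: 100 nM His-tagged BRCA1 BRCT with 100 nM TAMRA-labelled phospho-BACH1 decapeptide, phosphate buffer pH 7.3 with 150 mM NaCl, DTT, 0.01% Tween 20; 12 min RT. Binding inhibition seen as FP decrease.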
# USP2a inhib – blocks human ubiquitin-specific protease USP2a; USP2a enzymatic assay, qHTS inhibition; Potency, µM (top dose mostly 38.3 µM), without a hit: at the top dose activity change, negative = inhibition, most hits filed as inhibitors; actives 0.1% (n = 60,000);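 note: potency is the fitted concentration of half-maximal effect; nearly all actives have a fitted effect of over 60% in size; plate controls were DMSO for no effect and NEM full inhibition control for full effect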
#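 USP2 core (20nM final) preincubated 30 min RT with compound, then Ub-PLA2 20nM and NBD C6-HPC 20uM final added; buffer 20mM Tris-HCl pH 8.0, 2mM CaCl2. Fluorescence Ex 460/Em 535 read at 0 and 2.5 h; normalized to NEM.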
# Hsp90 Hop PPI – changes Hsp90-Hop TPR2A binding signal, up or down | AlphaScreen TPR2A-His6 binding biotin-Hsp90 C-terminal peptide | Potency, µM (top dose mostly 57 µM), inactives show at the top dose activity change, negative = inhibition | actives 0.44% (n = 71,000) | AID 595; active = well fitted curve in either direction with a large enough effect; inconclusive = small, poorly fitted or top-dose-only effect, or another doubt; note: potency is the fitted concentration of half-maximal effect; % is set by controls: 0 for no effect and ±100 for the full control effect; many of its hits are not listed in these tables
# HADH2 inhib – blocks human hydroxyacyl-CoA dehydrogenase type II; AID 886; actives 3.4% (n = 73,000); Potency, µM (highest dose often 57.1 µM), without a hit: top-dose activity change, negative = inhibition, hits mostly inhibitors; recombinant HADH2, NADH fluorescence, beta-hydroxybutyryl-CoA; note: potency is the fitted concentration of half-maximal effect; % is set by controls: 0 for no effect and ±100 for the full control effect; nearly all actives have a fitted effect of over 60% in size; many of its hits are not listed in these tables
#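 His-tagged recombinant enzyme from E. coli, 20 nM, preincubated 15 min RT with compound; reaction started with 1 mM NAD+ and 90 uM beta-hydroxybutyryl-CoA in 100 mM Tris-HCl pH 9.0. NADH fluorescence (ex 360/em 450) read over 4 min; last-minus-first difference.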
# GFP derepression – epigenetic modulators derepressing GFP locus in mouse cells | mouse C127i GFP locus derepression, cytometry, 30 h | Potency, µM (top dose mostly 46.1 µM), for the others: at the highest dose GFP derepression (activation) | actives 0.09% (n = 68,000); note: % of control where 0% means no effect
#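 Murine C127i mammary cells carrying a silenced, stably integrated CMV-driven GFP reporter were treated with compound for 30 hours at 37 C. After PBS washes, GFP-positive cells were counted by laser-scanning microplate cytometry.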
# 15-hLO inh – 15-hLO (ALOX15) enzyme inhibition | P16050 | purified 15hLO-1, xylenol orange hydroperoxide absorbance | Potency, µM (doses to about 57.1 µM), without a hit: at the top dose activity change, negative = inhibition, actives largely listed as inhibitors | actives 1.4% (n = 74,000) | AID 887; note: potency is the fitted concentration of half-maximal effect; % is set by controls: 0 for no effect and ±100 for the full control effect; nearly all actives have a fitted effect of over 55% in size
#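 Readout: Fe(III)-xylenol orange absorbance, 573-to-405 nm ratio as reaction progress. Enzyme 40 nM purified human 15hLO-1, substrate 50 uM arachidonic acid, 6 min RT after 15 min compound preincubation; Hepes pH 7.5 buffer with Triton X-100.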
# CRE-bla Fsk – modulators of forskolin-stimulated CRE signaling in CHO cells; CHO CRE-bla reporter (cAMP response element driving beta-lactamase), forskolin EC10, beta-lactamase ratio; Potency, µM (top dose mostly 38.2 µM), without a hit: at the top dose activity change, negative = inhibition, usual class: activators; actives 2.5% (n = 71,000); AID 662; active = well fitted activation curve with a large enough effect in the signal ratio, with a control signal flat, not every such curve was filed as active; inconclusive = small, poorly fitted or top-dose-only effect, or effect the other way, or a change in a side signal; the % refers to the signal ratio; note: potency is the fitted concentration of half-maximal effect; % of control where 0% means no effect
#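 Forskolin analogue NKH 477 at EC10 stimulated CRE-driven beta-lactamase in CHO cells alongside compound dilution series. Beta-lactamase was measured with CCF4, excitation 405 nm, emission ratio 460/530 nm.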
# HBB splicing – hemoglobin beta splicing modulation; HBB splicing reporter cell assay, activation; EGFP reporter with mutant IVS2-654 intron; response scale: normalised to 500 nM splice-correcting PNA; actives 0.06% (n = 65,000); Potency, µM (series often up to 46.1 µM), for the others: top-dose activation, actives largely listed as activators; AID 925; note: potency is the fitted concentration of half-maximal effect; 0% is about no effect
#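 Compounds were applied for 2 days to HeLa EGFP-654 cells, 500/well in Optimem with 2% FCS. The reporter's EGFP is disrupted by mis-splicing of beta-globin intron IVS2-654. Readout: summed well GFP fluorescence from 488 nm laser scanning; reference was 500 nM antisense […] 654 PNA.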
# BRCT PPI green – inhibitors of human BRCA1 BRCT-phosphoprotein interaction (green fluorophore); BRCA1 BRCT-phosphopeptide binding, green fluorescence polarization; Potency, µM (highest dose often 76.9 µM), for inactives: at the highest dose activity change, negative = inhibition, hits mostly inhibitors; actives 0.05% (n = 75,000);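 note: potency is the fitted concentration of half-maximal effect; plate controls were peptide without protein for full effect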
#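 Fluorescence polarization: His-tagged BRCT (~35 kDa BRCA1 C-terminus, 250 nM) bound to 100 nM fluorescein-labeled phosphorylated 10-aa BACH1 peptide, pH 7.3 phosphate buffer with DTT and Tween 20. Compounds incubated 12 min at room temperature; inhibition read as lowered polarization.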
# UbGFP stabilizer – proteasome inhibitors stabilizing ubiquitin-GFP reporter; Potency, µM (titrated, usually from 45.9 µM), for the others: top-dose activation (GFP accumulation), hits mostly activators; 67,000 tested, under 10 active; Ubiquitin-GFP reporter cells, proteasome inhibition, GFP fluorescence; response scale: untreated = 0%, 10 µM MG-132 = 100%; AID 526; active = well fitted activation curve with a large enough effect, not every such curve was filed as active; inconclusive = small, poorly fitted or top-dose-only effect, or another doubt; inactive = no such curve, though single readings can be large or run the other way; note: potency is the fitted concentration of half-maximal effect
#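 Reporter cells (U2OS, ubiquitin-G76V-GFP fusion) are plated overnight, then treated 4 hr at 37 °C with compound titrations from 46 uM down to 2.9 nM. Activity is scaled against untreated cells and 10 uM MG-132.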
# DNA Pol III inh – DNA polymerase III holoenzyme inhibition | reconstituted DNA polymerase III holoenzyme replication, biochemical | Potency, µM (series often up to 57.1 µM), for the others: at the highest dose activity change, negative = inhibition | actives 0.25% (n = 71,000) | AID 603; note: potency is the fitted concentration of half-maximal effect; % is set by controls: 0 for no effect and ±100 for the full control effect
#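 Reconstituted *E. coli* holoenzyme (0.35 nM Pol III, 1 nM beta, 154 nM SSB, 2 nM primase) was preincubated with compound for 15 min at RT. Synthesis on 1.4 nM ssM13Gori ran 35 min, then was stopped with PicoGreen/EDTA and read as dsDNA fluorescence.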
# Numbers without * were called inactive; ? = inconclusive; . = no result given; [ ] = another dose, or the depositor's remark. Unless noted, calls come from the whole dose curve; as a rule, active = well fitted curve in the direction sought with a large enough effect; inconclusive = small, poorly fitted or top-dose-only effect, or another doubt; inactive = no such curve, though single readings can be large; an effect the other way counts as inactive or inconclusive. The list is partial, so the mix of outcomes need not match the whole.
SMILES,BRCT PPI red,USP2a inhib,Hsp90 Hop PPI,HADH2 inhib,GFP derepression,15-hLO inh,CRE-bla Fsk,HBB splicing,BRCT PPI green,UbGFP stabilizer,DNA Pol III inh
Cc1nnc(SCc2cc(=O)[nH]c(N3CCN(Cc4ccccc4)CC3)n2)s1,0.6%,19%,-1%,4%,6%,-2%,-2%,0.0%,-1.1%,-3%,-6%
COc1ccc(Cl)cc1C(=O)Nc1ccccc1N1CCN(C)CC1,0.3%,31%[activator],-5%,12%,3%,-20%,12%,6.6%,0.5%,0%,12%
O=C(CCCc1nc(-c2ccccc2)no1)N1CCOCC1,0.5%,7%,0%,6%,-2%,6%,-4%,1.5%[1.84 µM],-0.5%,0%,-4%
Fc1ccc(-c2nc3n(n2)Cc2ccccc2-3)cc1,-2.1%,3%,1%,14%,0%,-1%,?,-0.5%,1.1%,-3%,-5%
COc1cccc(C2C(C#N)=C(N)OC3=C2C(=O)CC(c2ccco2)C3)c1OCc1ccc(F)cc1 (configuration not stated),-0.7%,42%[activator],-12%,-12%,-2%,-14%,?,0.1%,0.9%,1%,-5%
COc1ccc(OC)c(NC(=O)CN2CCN(C(=O)c3ccco3)CC2)c1,-0.4%,0%,-5%,6%,0%,0%,13%,-1.9%,-0.2%,-2%,6%
CCOC(=O)c1ccccc1NC(=O)Cn1cnc2c(cnn2-c2ccc(OC)cc2)c1=O,1.1%,-1%,1%,8%,-3%,-11%,?,.,-0.8%,-6%,-3%
COc1ccc(OC)c(NC(=O)N[C@@H](Cc2ccccc2)C(=O)O)c1,-1.5%,1%,-3%,3%,0%,?,-7%,-1.6%[57.5 µM],-2.6%,-6%,0%
COC(=O)C1=C(C)N(CCc2ccccc2)C(=O)C1,1.4%,2%,-3%,9%,0%,2%,-10%,-1.2%,0.0%,-3%,-8%
O=C(CCN1C(=O)C2CC=CCC2C1=O)N1CCN(c2ccccn2)CC1 (configuration not stated),1.3%,-3%,1%,0%,-1%,-1%,?,-1.8%,-1.9%,-6%,-5%
CC(NC(=O)NC1CCCCC1)C(c1cccs1)N1CCN(C)CC1 (configuration not stated),0.2%,.,0%,-5%,.,-4%,-5%,-0.9%,-1.0%,-1%,-4%
COc1ccc(OC(C)=O)c(C2c3cc(OC)c(OC)cc3CCN2C(C)=O)c1 (configuration not stated),0.6%,2%,?,8%,0%,0%,?,-0.5%[9.22 µM],-0.8%,12%,-5%
O=C(CNS(=O)(=O)c1ccc(Br)s1)N1CCN(c2ncccn2)CC1,0.7%,-1%,3%,8%,-1%,-1%,?,4.3%,-2.7%,6%,1%
CCSc1nsc(SCC)c1C(N)=O,1.4%,-3%,1%,4%,0%,3%,20%,1.1%[9.22 µM],-1.2%,12%,1%
COc1ccc2nc(Nc3nc(C)c(CCC(C)C)c(=O)[nH]3)nc(C)c2c1,0.4%,-2%,-2%,?,0%,15%,14%,-0.4%,6.6%,0%,-12%
COc1ccccc1-c1ccc2ncnc(N(C)C)c2c1,0.6%,3%,-1%,3%,2%[9.22 µM],-7%,?,-0.7%,6.5%,-1%,-5%
c1ccc(-c2nnc3sc(-c4cc5ccccc5o4)nn23)cc1,-3.3%,-17%,-1%,?,-3%,-19%,?,-0.1%,-0.9%,2%,1%
COc1ccc(NC(=O)N2CCN(S(C)(=O)=O)CC2)cc1OC,-1.1%,2%,-1%,7%,0%,-3%,-1%,-1.4%,-3.0%,0%,2%
CC(C)(C)NS(=O)(=O)c1ccc(CCC(=O)N2CCCCC2)cc1,-0.6%,9%,-1%,-2%,-1%,4%,-12%,-0.1%[57.5 µM],-2.8%,0%,-4%
COCCN(CCOC)S(=O)(=O)c1ccc(C(=O)NC2CCN(Cc3ccccc3)CC2)cc1,1.2%,9%,-3%,9%,-1%,12%,-15%,1.1%,-3.7%,4%,0%
CCOc1cc2[nH]c(=O)n(CCC(=O)N3CCN(c4ccccc4OC)CC3)c(=O)c2cc1OCC,1.0%,47%[activator],0%,1%,-4%,6%,0%,-0.2%,0.6%,-12%,0%
CC(=O)Nc1cccc(Oc2nc(C)cc(C)c2C#N)c1,-0.9%,.,0%,3%,.,-1%,12%,-0.3%,-0.7%,5%,-1%
Cc1ccc(Br)cc1S(=O)(=O)N1CCN(c2ccccc2)CC1,-0.2%,-13%,?,0%,-2%,1%,?,-0.5%,-1.5%,26%,-8%
CC/C=C\C/C=C\C/C=C\CCCCCCCC(=O)O,1.4%,.,-3%,-18%,.,0.13µM*,-4%,-0.2%,-3.4%,.,-9%
O=C(Nc1cc(C(F)(F)F)ccc1N1CCCC1)c1cccnc1,-2.0%,13%,-8%,7%,0%,10%,-12%,4.0%,0.7%,-2%,-10%

# Two records picked at random from the list so far:
SMILES,BRCT PPI red,USP2a inhib,Hsp90 Hop PPI,HADH2 inhib,GFP derepression,15-hLO inh,CRE-bla Fsk,HBB splicing,BRCT PPI green,UbGFP stabilizer,DNA Pol III inh
COc1ccc(Cl)cc1C(=O)Nc1ccccc1N1CCN(C)CC1,0.3%,31%[activator],-5%,12%,3%,-20%,12%,6.6%,0.5%,0%,12%
COc1ccc(OC)c(NC(=O)CN2CCN(C(=O)c3ccco3)CC2)c1,-0.4%,0%,-5%,6%,0%,0%,13%,-1.9%,-0.2%,-2%,6%

# Carrying on:
SMILES,BRCT PPI red,USP2a inhib,Hsp90 Hop PPI,HADH2 inhib,GFP derepression,15-hLO inh,CRE-bla Fsk,HBB splicing,BRCT PPI green,UbGFP stabilizer,DNA Pol III inh
C=CC[C@H](N)C(=O)O,1.6%,0%,-7%,8%,-2%,3%,-2%,0.8%,-3.5%,-2%,-8%
Cc1cc(C)nc(Sc2ccc3nnc(C(F)(F)C(F)(F)C(F)(F)F)n3n2)n1,0.8%,11%,1%,6%,0%,-4%,-14%,1.4%,0.8%,0%,-3%
Cc1nnsc1NC(=O)OCC(C)C,0.0%,26%,-8%,6%,0%,-14%,?,-1.7%,2.6%,0%,-6%
Cc1noc(C)c1S(=O)(=O)N1CCCC(C(=O)NCCc2ccc(Cl)cc2)C1 (configuration not stated),-0.8%,4%,-3%,12%,4%,3%,-16%,0.0%,-2.6%,3%,1%
CC1Oc2ccccc2N(CC(=O)N2CCc3ccccc32)C1=O (configuration not stated),-0.2%,6%,-1%,-6%,-4%,4%,-1%,.,0.9%,0%,-10%
COc1ccc(OCCN2CCN(C3CC(=O)N(CCC(C)C)C3=O)CC2)cc1 (configuration not stated),1.3%,11%,-3%,4%,-2%,-1%,-4%,2.8%[1.84 µM],2.7%,7%,1%
Cc1ccc(N2CCN(c3ccc(C)cc3)C2c2ccccn2)cc1,-0.5%,2%,-12%,-6%,-1%,-15%,3%,-0.7%,1.6%,-1%,6%
Cc1cccc(NC(=O)c2cccnc2)c1,-0.8%,5%,-5%,4%,0%,11%,2%,3.5%,-0.5%,-10%,0%
CSc1c[n+]2c(n1C)CCC2,-0.8%,2%,-3%,-4%,-2%,-6%,-4%,5.7%[0.369 µM],-1.1%,.,1%

# A second format for 2 compounds above:
# Every second line gives: BRCT PPI red	USP2a inhib	Hsp90 Hop PPI	HADH2 inhib	GFP derepression	15-hLO inh	CRE-bla Fsk	HBB splicing	BRCT PPI green	UbGFP stabilizer	DNA Pol III inh
CC(=O)Nc1cccc(Oc2nc(C)cc(C)c2C#N)c1
  -0.9%	.	0%	3%	.	-1%	12%	-0.3%	-0.7%	5%	-1%
COc1ccc(OC(C)=O)c(C2c3cc(OC)c(OC)cc3CCN2C(C)=O)c1 (configuration not stated)
  0.6%	2%	?	8%	0%	0%	?	-0.5%[9.22 µM]	-0.8%	12%	-5%
